Screens (PubChem)
BRCA1 expr act – qHTS Assay to Identify Small Molecule Activators of BRCA1 Expression | Potency, µM (series often up to 46.1 µM), without a hit: at the highest dose activation, actives largely listed as activators | MCF7-BRCA1-FFLuc reporter, luminescence, 48 h; response scale: scaled: vehicle 0%, 10 µM genistein 100% | 1.1% of 380,000 active | AID 624202, 2012; also: nearly all actives have a fitted effect of over 80% in size; some results filed as inactive show a strong effect at the top dose
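MCF7-BRCA1-FFLuc cells, 2000/well in phenol-red-free MEM, attached 2 h then treated 48 h at 37 C. Luciferase luminescence read 15 min after reagent; normalized to genistein maximum activation (10microM) and DMSO, concentration-response fitted.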
p53 reactivator – qHTS assay for re-activators of p53 using a Luc reporter; Potency, µM (highest dose often 92.2 µM), inactives show at the top dose activity change, positive = activation, hits mostly activators; 0.063% of 320,000 active; AID 504706, 2011; H1299 p53-A138V BP100-luciferase reporter, luminescence, 24 h; also: % of control where 0% means no effect; nearly all actives have a fitted effect of over 45% in size
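H1299 (p53-null), stable ts p53-A138V + BP100-Luc; 1000 cells/well, Opti-MEM/10% FBS; cpd 4 pt, 1:5; 24 h, 37 deg C, 5% CO2; detection reagent 10 min RT; luminescence.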
ELG1 genotoxic – qHTS screen for small molecules that induce genotoxicity in human embryonic kidney (HEK293T) cells expressing luciferase-tagged ELG1. HEK293T ELG1-luciferase reporter, luminescence, 16 h. Potency, µM (doses to about 46 µM), for the others: at the highest dose activity change, positive = activation, hits mostly activators. 1.3% of 330,000 active. AID 504466, 2011; also: % of control where 0% means no effect; nearly all actives have a fitted effect of over 60% in size
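Cells (2,000/well) expressing the ELG1-luciferase fusion are dosed by pin tool and kept 16 hr at 37 °C, 5% CO2. Signal comes from ONE-Glo luciferase reagent after 30 min at room temperature.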
RORg inh – qHTS for inhibitors of ROR gamma transcriptional activity. 5.4% of 310,000 active. Drosophila S2 Gal4-RORgamma UAS-luciferase reporter, 20 h. Potency, µM (series often up to 53.6 µM), without a hit: at the top dose activity change, negative = inhibition, most hits filed as inhibitors; also: % is scaled to controls: 0 for no effect and ±100 for the full control effect; nearly all actives have a fitted effect of over 60% in size
Target sequence (P51450 whole entry, looked up, the tested form may be a part): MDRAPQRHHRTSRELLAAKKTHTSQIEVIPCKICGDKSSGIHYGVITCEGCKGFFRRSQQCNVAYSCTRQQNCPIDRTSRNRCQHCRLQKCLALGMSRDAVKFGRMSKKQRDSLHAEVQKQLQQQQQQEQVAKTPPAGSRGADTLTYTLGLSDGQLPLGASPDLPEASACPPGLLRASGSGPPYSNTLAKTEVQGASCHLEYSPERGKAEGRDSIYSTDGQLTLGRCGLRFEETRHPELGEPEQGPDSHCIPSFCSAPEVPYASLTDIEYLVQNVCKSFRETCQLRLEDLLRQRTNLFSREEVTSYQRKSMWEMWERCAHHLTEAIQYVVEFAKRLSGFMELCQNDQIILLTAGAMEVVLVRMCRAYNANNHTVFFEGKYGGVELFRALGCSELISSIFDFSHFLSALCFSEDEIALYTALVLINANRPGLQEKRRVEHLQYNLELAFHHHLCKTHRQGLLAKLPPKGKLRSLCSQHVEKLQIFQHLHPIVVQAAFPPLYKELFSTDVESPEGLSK
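In this cell-based reporter format, copper sulfate (700 uM final) drives Gal4–ROR gamma fusion expression from a metallothionein promoter in Drosophila Schneider cells; compounds preincubated 1 hr, reporter read after 20 hr at ambient temperature.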
MBNL1 CUG block – qHTS Assay for Inhibitors of MBNL1-poly(CUG) RNA binding; Muscleblind-like protein 1 (Homo sapiens), Q9NR56; TR-FRET MBNL1-His/biotin-(CUG)12 binding, 665/545 ratio; Potency, µM (titrated, usually from 57.5 µM), for inactives: at the highest dose activity change, negative = inhibition, actives largely listed as inhibitors; 0.036% of 280,000 active; AID 2675, 2010; active = well fitted inhibition curve with a large enough effect in the signal ratio, with a control signal flat, not every such curve was filed as active; inconclusive = small, poorly fitted or top-dose-only effect, or effect the other way, or a change in a side signal; inactive = no such curve, though single readings can be large or run the other way; the % refers to the signal ratio; also: % is scaled to controls: 0 for no effect and ±100 for the full control effect
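Compounds (final 92 nM to 58 uM) are added to His-tagged MBNL1 and biotin-(CUG)12, then terbium anti-His antibody and streptavidin-XL665 (5 nM final). After 60 min at room temperature, the 665/545 nm ratio is read.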
FLuc counter – qHTS profiling assay for firefly luciferase inhibitor/activator using purifed enzyme and Km concentrations of substrates (counterscreen for miR-21 project); Luciferin 4-monooxygenase (Photinus pyralis), P08659; purified FLuc, Km substrates, luminescence inhibition; Potency, µM (series often up to 57.5 µM), without a hit: top-dose activity change, negative = inhibition, hits mostly inhibitors; 6.9% of 360,000 active;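 also: plate controls were vehicle for no effect and reference inhibitor for full effect; nearly all actives have a fitted effect of over 55% in size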
Target sequence (P08659 whole entry, looked up): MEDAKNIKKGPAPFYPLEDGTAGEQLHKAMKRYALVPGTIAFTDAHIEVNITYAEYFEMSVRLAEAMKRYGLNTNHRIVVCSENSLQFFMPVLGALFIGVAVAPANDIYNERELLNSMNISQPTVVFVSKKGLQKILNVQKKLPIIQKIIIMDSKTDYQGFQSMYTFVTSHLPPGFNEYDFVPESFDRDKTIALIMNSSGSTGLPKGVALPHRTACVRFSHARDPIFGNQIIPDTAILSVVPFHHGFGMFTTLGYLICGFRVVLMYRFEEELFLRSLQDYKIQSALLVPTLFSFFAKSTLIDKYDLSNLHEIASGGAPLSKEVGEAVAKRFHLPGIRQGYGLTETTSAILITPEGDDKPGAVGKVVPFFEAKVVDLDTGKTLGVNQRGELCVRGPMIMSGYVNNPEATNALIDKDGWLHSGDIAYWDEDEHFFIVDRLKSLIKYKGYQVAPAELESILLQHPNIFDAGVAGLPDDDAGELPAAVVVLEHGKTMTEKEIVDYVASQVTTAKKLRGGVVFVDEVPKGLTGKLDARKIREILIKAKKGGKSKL
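Biochemical qHTS of compounds, final roughly 60 µM downward over six points, against 10 nM purified firefly luciferase using Km concentrations of substrates (10 uM D-luciferin, 10 uM ATP) in Tris acetate pH 7.5 buffer; luminescence output.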
NPC1 prom act – qHTS Assay for NPC1 Promoter Activators. Huh7 NPC1 promoter luciferase reporter, 24 h. Potency, µM (top dose mostly 9.22 µM), for the others: at the top dose activation, actives largely listed as activators. 2.4% of 320,000 active;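 also: % of control where 0% means no effect; nearly all actives have a fitted effect of over 60% in size; reporter is driven by a mutant NPC1 promoter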
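Compounds in DMSO were transferred onto Huh7 NPC1-luciferase reporter cells pre-incubated 2 h; after 24 h at 37 °C, Amplite reagent was dispensed and luminescence recorded 10 min later.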
uPA generation – qHTS for Inhibitors of Cell Surface uPA Generation; cell surface uPA generation assay, qHTS; 0.31% of 330,000 active; AID 540303, 2011; Potency, µM (doses to about 38.3 µM), inactives show at the highest dose activity change, negative = inhibition, most hits filed as inhibitors; active = well fitted inhibition curve with a large enough effect; inconclusive = small, poorly fitted or top-dose-only effect; inactive = no such curve, though single readings can be large or run the other way; tested in mouse RAW 264.7 cells; also: % is scaled to controls: 0 for no effect and ±100 for the full control effect; nearly all actives have a fitted effect of over 55% in size
VP16 counter – VP16 counterscreen qHTS for inhibitors of ROR gamma transcriptional activity. Potency, µM (doses to about 53.6 µM), without a hit: top-dose activity, negative = inhibition, actives largely listed as inhibitors. Drosophila S2 Gal4-VP16 UAS-luciferase, luminescence, 20 h. AID 2546, 2010. 3.5% of 310,000 active;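 also: Gal4-VP16 expression switched on by copper sulfate through the metallothionein promoter; % is scaled to controls: 0 for no effect and ±100 for the full control effect; nearly all actives have a fitted effect of over 50% in size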
Rab9 prom act – qHTS Assay for Rab9 Promoter Activators. AID 485297, 2010. Potency, µM (doses to about 9.22 µM), inactives show at the highest dose activation, negative = inhibition, usual class: activators. Huh7 Rab9 promoter-luciferase reporter, luminescence, 24 h. 2.8% of 320,000 active; also: % of control where 0% means no effect; nearly all actives have a fitted effect of over 60% in size
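Stable Rab9-luc Huh7, 1500 cells/well, 2 h settle; cmpd in DMSO, 24 h, 37 °C/5% CO2; luciferase reagent 10 min RT; luminescence.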
Starred values were filed as active, the others as inactive; ? = inconclusive; / = no result given; [ ] = remark or other dose. Unless noted, calls follow the shape of the dose curve; as a rule, active = well fitted curve in the direction sought with a large enough effect; inconclusive = small, poorly fitted or top-dose-only effect, or another doubt; inactive = no such curve, though single readings can be large; an effect the other way counts as inactive or inconclusive. Potency is read from the fitted curve at half-maximal effect. Hits appear at their usual frequency. Share with any hit: about 13%.

SMILES	BRCA1 expr act	p53 reactivator	ELG1 genotoxic	RORg inh	MBNL1 CUG block	FLuc counter	NPC1 prom act	uPA generation	VP16 counter	Rab9 prom act
COc1ccc(/C=C2\CCCC3C2=NN(C(=O)c2scnc2C)C3c2ccc(OC)cc2)cc1 (stereo unspecified)	-69%	-4%	-10%	10%	0%	0%	-7%	/	3%	-8%
CN1CCN(CCOc2cccc(Cl)c2)CC1	0%	3%	1%	-10%	-17%	4%	-3%	5%	0%	-4%
CN(C(=O)CSc1ncnc2sccc12)C1CCS(=O)(=O)C1 (stereo unspecified)	-13%	9%	0%	/	/	4%	-1%	15%	/	-2%
Cc1ccc(SCC(=O)Nc2ccc(N3CCN(C)CC3)c(F)c2)cc1	?	?	?	-1%	-5%	15µM*	?	-9%	3%	?
CCOc1ccccc1N(CC(=O)Nc1ccccc1C(=O)O)S(C)(=O)=O	-13%	7%	-11%	39%	-25%	1%	-1%	2%	24%[0.365 µM]	-9%
Cc1nc2c3cc(F)ccc3n(Cc3ccc(F)cc3)c2s1	-33%	4%	3%	-5%[10 µM]	/	0%	-6%	3.5µM*	-5%	-2%
C=CCN(CC(=O)NCc1ccccc1)C(=O)c1csnn1	9%	-3%	-3%	4%	2%	7%	0%	-2%	-10%	3%
CC(C)NC(=O)N(Cc1ccc(Cl)cc1)Cc1cccs1	-15%	-1%	-4%	7%	0%	0%	-3%	-13%	-18%	-1%
OCCNc1nc(-c2ccccc2)c2ccccc2n1	-26%	4%	-2%	31%	2%	-8%	-3%	-15%	1%	-4%
COc1nnc(-c2ccc(N3CCCCC3)c(NC(=O)C3CCCCC3)c2)c2ccccc12	-13%	3%	-4%	-1%	-1%	0%	-10%	3%	0%	-19%
CCCC(=O)Nc1sc(C(=O)OC)c(C)c1C(N)=O	9%	-6%	4%	-19%	3%	3%	-4%	-5%	-1%	4%
O=C(NC(=S)NNC(=O)c1ccccc1O)c1ccco1	-56%	16%	1%	-19%	-10%	21µM*	4%	-1%	3.5µM*	1%
Cc1nc(CN(C)C(=O)c2cc(COc3ccc4ncccc4c3)on2)cs1	-16%	0%	1%	?	-4%	-3%	-32%[inhibitor]	-7%	6.3µM*	-43%[inhibitor]
COc1cc(CCC(=O)OCC(=O)Nc2c(C)cc(C)cc2C)cc(OC)c1OC	-9%	0%	3%	2%	-9%	2%	-2%	0%	-6%	-3%
Cc1c(C)n(C(=O)CN2CCC(C(N)=O)CC2)c2ccccc12	3%	/	/	-13%	11%	1%	/	-4%	13%	/
Cc1ccc(NNC(=O)c2c(C)noc2C)cc1Cl	-35%	-3%	12%	11%	1%	3%	1%	-11%	5%	-3%
COc1ccccc1CC(=O)N1CCCC(CCC(=O)NCc2ccccc2F)C1 (stereo unspecified)	4%	-2%	-2%	16%	-2%	-3%	0%	-9%	10%	1%
O=C(Cc1c[nH]c2ccccc12)N[C@@H](Cc1c[nH]c2ccccc12)C(=O)O	6%	4%	1%	29%	-2%	5%	-6%	4%	-11%	-4%
Cc1ccc(OCC(=O)N/N=C/c2cccn2C)cc1	23%	5%	0%	24%	4%	?	-5%	3%	8%	-1%
O=C(CN1C(=O)c2ccccc2S1(=O)=O)N1CCc2ccccc2C1	-18%	/	/	-32%	5%	1%	/	-1%	8%	/

Full records, looked up by structure:
Listed for CCCC(=O)Nc1sc(C(=O)OC)c(C)c1C(N)=O : BRCA1 expr act = 9%; p53 reactivator = -6%; ELG1 genotoxic = 4%; RORg inh = -19%; MBNL1 CUG block = 3%; FLuc counter = 3%; NPC1 prom act = -4%; uPA generation = -5%; VP16 counter = -1%; Rab9 prom act = 4%
Listed for O=C(Cc1c[nH]c2ccccc12)N[C@@H](Cc1c[nH]c2ccccc12)C(=O)O : BRCA1 expr act = 6%; p53 reactivator = 4%; ELG1 genotoxic = 1%; RORg inh = 29%; MBNL1 CUG block = -2%; FLuc counter = 5%; NPC1 prom act = -6%; uPA generation = 4%; VP16 counter = -11%; Rab9 prom act = -4%
Listed for COc1cc(CCC(=O)OCC(=O)Nc2c(C)cc(C)cc2C)cc(OC)c1OC : BRCA1 expr act = -9%; p53 reactivator = 0%; ELG1 genotoxic = 3%; RORg inh = 2%; MBNL1 CUG block = -9%; FLuc counter = 2%; NPC1 prom act = -2%; uPA generation = 0%; VP16 counter = -6%; Rab9 prom act = -3%

Rewritten with bars between the fields: 2 of the compounds above
canonical_smiles | BRCA1 expr act | p53 reactivator | ELG1 genotoxic | RORg inh | MBNL1 CUG block | FLuc counter | NPC1 prom act | uPA generation | VP16 counter | Rab9 prom act
COc1ccccc1CC(=O)N1CCCC(CCC(=O)NCc2ccccc2F)C1 (stereo unspecified) | 4% | -2% | -2% | 16% | -2% | -3% | 0% | -9% | 10% | 1%
COc1cc(CCC(=O)OCC(=O)Nc2c(C)cc(C)cc2C)cc(OC)c1OC | -9% | 0% | 3% | 2% | -9% | 2% | -2% | 0% | -6% | -3%

The list goes on:
SMILES	BRCA1 expr act	p53 reactivator	ELG1 genotoxic	RORg inh	MBNL1 CUG block	FLuc counter	NPC1 prom act	uPA generation	VP16 counter	Rab9 prom act
O=C(/C=C/c1cccnc1)c1cccc(O)c1	-99%[inhibitor]	-16%	?	?	?	?	-13%	-1%	?	1%
CCC(=O)OCc1cc2cccc(C)c2[nH]c1=O	5%	-3%	12%	-5%	3%	4%	8%	2%	-5%	3%
CCSc1nc2ccccc2n1Cc1cccc([N+](=O)[O-])c1	-5%	-1%	-1%	16%	?	9%	-5%	0%	-11%	2%
CNC(=O)c1ccsc1NC(=O)c1ccccc1	58%	4%	4%	-15%	8%	?	2%	12%	-11%	19%
CC(C)N1C(=S)SC2CS(=O)(=O)C=C21 (stereo unspecified)	0%	6%	-5%	-15%	0%	5%	0%	8%	7%	2%
CCOC(=O)c1c(C)[nH]c(C)c1C(=O)COC(=O)c1cccnc1Cl	-1%	-6%	2%	/	/	/	/	-3%	/	/
CCOc1c2ccc(C(=O)NCCc3ccc(C)cc3)cc2nn1CC	8%	-3%	4%	-2%	13%	-2%	1%	14%	5%	-1%
CCCC(=O)Nc1ccc(C=C(C(C)=O)C(C)=O)cc1	-27%	-13%	4%	12%	-2%	-3%	0%	-2%	4%	-3%
COC(=O)c1cccc(NC(=O)CC2NCCNC2=O)c1 (stereo unspecified)	-5%	-4%	-1%	-2%	/	-2%	0%	10%	-7%	0%
CCc1nnc(NC(=O)c2nc(S(=O)(=O)Cc3ccccc3)ncc2Cl)s1	0%	-19%	-12%	11µM*	9%	1%	-44%[inhibitor]	9%	8.9µM*	-52%[inhibitor]
Cc1nc2c(C)cccc2cc1C(=O)N/N=C/c1ccc(C(=O)O)cc1	35%	8%	0%	0%	5%	17µM*	1%	1%	5%	0%
Cc1cc(NC(=O)CC(C)C)c(=O)n(Cc2ccccc2F)c1	-2%	5%	1%	-7%[1.91 µM]	1%	0%	-2%	-3%	9%	-2%
COc1ccccc1C1CCN(Cc2cccc(C(=O)N3CCC(O)CC3)c2)CC1	-1%	-5%	0%	17%	-11%	1%	-2%	-3%	6%	-1%
CCCCN(C)CCCNC(=O)CC1Oc2ccccc2NC1=O (stereo unspecified)	0%	11%	-1%	-17%	?	1%	-1%	6%	1%	0%
COc1cc(/C=C2\SC(=S)N(Nc3ncc(C(F)(F)F)cc3Cl)C2=O)cc(OC)c1OC	-14%	-12%	-5%	?	10%	2%	-9%	/	-11%	20%
CN(C(=O)C1CCC(CNS(=O)(=O)c2cccc3cccnc23)CC1)C1CCCCC1 (stereo unspecified)	-3%	-7%	-2%[9.26 µM]	16%	3%	1%	0%	1%	-5%	3%
CCC(C)C(=O)OCC1(c2ccc(C)cc2OC(=O)C(C)C)CO1 (stereo unspecified)	1%	-17%	4%	0%	-2%	0%	-3%	5%	?	-2%
Cc1ccc(NS(=O)(=O)c2ccc(C(=O)NCC3CCCO3)cc2)cc1 (stereo unspecified)	-19%	-2%	-8%	?	-5%	-1%	-3%	0%	3%	-6%
NS(=O)(=O)c1ccc(NCc2ccccc2OCc2ccc(F)cc2)cc1	-32%	3%	0%	?	1%	3%	-2%	11%	-2%	-8%
Cc1ccccc1OCC(=O)Nc1cccc(NC(=O)c2ccco2)c1	21%	0%	-5%	20%	5%	11µM*	-2%	-2%	-6%	?
Cc1nn(-c2ccc(Cl)cc2)c(=O)c2ccccc12	54%	20%	?	7%	8%	17µM*	4.5µM*	-6%	13%[10 µM]	2.8µM*
CC(=O)Nc1ccc(CN2CCN(CCC(C)C)C(CCO)C2)cc1 (stereo unspecified)	10%	-1%	3%	-10%	-4%	-1%	0%	-2%	6%	-3%
COc1cc2ccccc2cc1C(=O)Nc1nccs1	34%	14%	12%	?	12%	8.5µM*	3.2µM*	?	?	?
